# ALOX12 inh = blocks human arachidonate 12S-lipoxygenase | P18054 | purified 12hLO, xylenol orange hydroperoxide absorbance | Potency, µM (series often up to 108 µM), for the others: at the highest dose activity change, negative = inhibition, actives largely listed as inhibitors | 580,000 tested, 1.1% active; further: potency means the concentration at half of the fitted maximal effect; on the % scale 0 is the no-effect control and ±100 the full control effect
#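 Purified human 12hLO at 150 nM in 25 mM Hepes, 0.01% Triton X-100, pH 7.0, preincubated 15 min at room temperature with compound. Reaction started with 40 uM arachidonic acid, 30 min at room temperature. Hydroperoxide measured by Fe-xylenol orange, 573/405 nm absorbance ratio.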
# GRP78 ERSR act = induces the endoplasmic reticulum stress response in human glioma cells; U87-MG GRP78 promoter luciferase reporter, 16 h; Potency, µM, for inactives: top-dose activation, hits mostly activators; 420,000 tested, 0.02% active; AID 602332; further: potency means the concentration at half of the fitted maximal effect; series mostly up to about 76 µM; % of control where 0% means no effect; nearly all actives have a fitted effect of over 35% in size
#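 Stably transfected U87-MG human glioma cells carrying a GRP78-based luminescent sensor were seeded at 1000 cells/well, pin-dosed with compounds and incubated 16 h. Luciferase reagent was then added, and end-point luminescence was read after 10 min at room temperature.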
# LDHA inh = blocks human lactate dehydrogenase A. P00338. purified LDHA, NADH/diaphorase-resazurin fluorescence; active compounds read low. activity change, % (values are at about 110 or 230 µM). 480,000 tested, 0.15% active; in the data active means activity change below about -30%; inconclusive means mostly about -25% to -30%;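 further: plate controls were DMSO wells for no effect and wells without enzyme for full effect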
#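 Human LDH5 at 2 nM final in Tris HCl pH 7.4 with 0.06 mM NADH and 0.2 mM pyruvate, reacted 5 minutes at room temperature. Remaining NADH coupled via diaphorase/resazurin; resorufin fluorescence read at 0 and 20 minutes, normalized to enzyme-free and DMSO wells.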
# D2 ag = agonists of human D2 dopamine receptor; 340,000 tested, 0.53% active; P14416; activation, % at 2 µM; HEK293 T-REx D2 cells, calcium flux agonist mode; AID 485358;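 active means activation over 3 SD above normal in the single-dose calcium agonist read, cut at about 30% in these data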; further: 0% is about no effect
# Target sequence (P14416 whole entry, looked up): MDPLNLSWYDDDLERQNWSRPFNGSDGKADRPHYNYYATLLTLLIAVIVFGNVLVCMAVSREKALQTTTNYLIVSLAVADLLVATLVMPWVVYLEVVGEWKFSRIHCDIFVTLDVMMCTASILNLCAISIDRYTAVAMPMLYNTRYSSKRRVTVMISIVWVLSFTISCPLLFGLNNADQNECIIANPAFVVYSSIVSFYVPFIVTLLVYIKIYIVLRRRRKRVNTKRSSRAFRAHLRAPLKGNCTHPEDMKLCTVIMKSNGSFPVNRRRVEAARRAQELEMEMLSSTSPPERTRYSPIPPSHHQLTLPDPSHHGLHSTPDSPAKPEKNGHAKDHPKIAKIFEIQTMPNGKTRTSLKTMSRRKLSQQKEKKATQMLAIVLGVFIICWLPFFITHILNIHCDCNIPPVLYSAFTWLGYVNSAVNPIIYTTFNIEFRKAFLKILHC
#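 HEK293 Trex D2 cells, tetracycline-induced, o/n 30 C 5% CO2; no-wash Ca dye, RT 30–90 min; 10-cycle baseline, 23 nl cpd added, kinetic Ca read 180 s; agonist hits = positive Ca response.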
# RGS4 inh = human RGS4 inhibition; Transcreener GDP fluorescence polarization, RGS4-accelerated GTP hydrolysis; 390,000 tested, 0.039% active; Potency, µM (titrated, usually from 114 µM), without a hit: at the highest dose activity change, negative = inhibition, actives largely listed as inhibitors; further: potency means the concentration at half of the fitted maximal effect; on the % scale 0 is the no-effect control and ±100 the full control effect; nearly all actives have a fitted effect of over 75% in size; some results filed as inactive show a strong effect at the top dose
# Target sequence (P49798 whole entry, looked up): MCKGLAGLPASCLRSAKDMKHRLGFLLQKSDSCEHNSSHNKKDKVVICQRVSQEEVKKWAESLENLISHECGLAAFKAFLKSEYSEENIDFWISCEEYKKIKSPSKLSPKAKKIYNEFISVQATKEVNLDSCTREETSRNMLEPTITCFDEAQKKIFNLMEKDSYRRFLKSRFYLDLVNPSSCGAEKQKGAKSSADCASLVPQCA
#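 MLSMR compounds (23 nl, pin-transferred) preincubated 10 min at room temperature with a 500nM (2x) first reagent, then RGS4 at 900nM (2x) plus Transcreener GDP mix added; fluorescence polarization (620/688 nm) read before and after 90 min at 30 °C.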
# Vif-A3F inh = inhibitors of Vif-A3F interaction | 390,000 tested, 0.2% active | Potency, µM (doses to about 46.1 µM), for the others: at the highest dose activity, negative = active | HeLa A3F-eYFP + Vif (tagged APOBEC3F with the HIV-1 protein that degrades it), YFP fluorescence increase; further: potency means the concentration at half of the fitted maximal effect; % of control where 0% means no effect; nearly all actives have a fitted effect of over 65% in size
#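 Fluorescence increase (Ex 488/Em 500-530) after overnight compound treatment at 37 deg C flags inhibition of Vif-driven A3F-eYFP loss in stable HeLa A3F-eYFP/Vif cells seeded overnight beforehand.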
# Vif-A3G inh = Vif-A3G binding inhibition; Q9HC16; HeLa A3G-eYFP + Vif (tagged APOBEC3G with the HIV-1 protein that degrades it), YFP fluorescence, overnight; Potency, µM (titrated, usually from 46.1 µM), without a hit: top-dose activity, negative = active, actives largely listed as inhibitors; 410,000 tested, 0.076% active; AID 602310;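 further: potency means the concentration at half of the fitted maximal effect; on the % scale 0 is the no-effect control and ±100 the full control effect; nearly all actives have a fitted effect of over 60% in size; hits raise eYFP signal because A3G escapes Vif-driven loss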
# Target sequence (Q9HC16 whole entry, looked up): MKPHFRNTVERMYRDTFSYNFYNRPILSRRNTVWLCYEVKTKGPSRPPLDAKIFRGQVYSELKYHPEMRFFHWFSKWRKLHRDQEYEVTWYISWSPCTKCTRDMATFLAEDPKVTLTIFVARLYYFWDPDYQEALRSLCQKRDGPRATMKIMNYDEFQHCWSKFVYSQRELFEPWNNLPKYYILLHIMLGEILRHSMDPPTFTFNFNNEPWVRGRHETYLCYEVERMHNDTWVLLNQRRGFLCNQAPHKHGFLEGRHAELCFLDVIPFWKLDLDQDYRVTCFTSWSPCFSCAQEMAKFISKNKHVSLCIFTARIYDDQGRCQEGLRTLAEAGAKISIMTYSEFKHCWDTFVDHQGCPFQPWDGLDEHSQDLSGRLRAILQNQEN
#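 HeLa cells stably expressing Vif and C-terminally eYFP-tagged A3G, seeded overnight at 37 deg C, then exposed to compound by pintool overnight at 37 deg C. Rise in yellow fluorescence (Ex 488/Em 500-530, Acumen) marks blocked Vif-driven A3G degradation.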
# ERG Ets-DNA blk = inhibitors of human ERG Ets domain-DNA interaction. P11308. fluorescence polarization, His-ERG Ets domain / labelled DNA. Potency, µM (doses to about 76.9 µM), for inactives: at the top dose FP activity, negative = inhibition, actives largely listed as inhibitors. 370,000 tested, 0.028% active. AID 624246; active means well fitted inhibition curve with a large enough effect in the polarisation, with a control signal flat; inconclusive means small, poorly fitted or top-dose-only effect, or effect the other way, or a change in a side signal; inactive means no such curve, though single readings can be large or run the other way; the % refers to the polarisation;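 further: polarization taken with two DNA probes labelled with fluorescein and Texas red; potency means the concentration at half of the fitted maximal effect; % of control where 0% means no effect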
#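 His-tagged ERG Ets domain (1 uM in the protein solution; 300mM KCl, 50mM Tris-HCl, 1mM EDTA, 1mM DTT, pH 7.5) received compound, then a probe mix of 5 nM fluorescein-DNA and 100nM Texas-615-DNA. Fluorescence polarization was read for both dyes.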
# D2 antag = D2 dopamine receptor (human) antagonism; P14416; 340,000 tested, 2% active; HEK293 TREx D2 cells, calcium flux, dopamine EC80; inhibition, % at 10 µM; in the data active means inhibition above about 30%; further: 0% is about no effect
#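 Measurement of antagonist activity uses fluorescent calcium dye in inducible HEK293 T-REx D2 cells: 10 s baseline, compound addition with 180 s read, EC80 dopamine addition with a further 180 s read.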
# * = called active by the depositor; ? = inconclusive; nt = no result given; [ ] = remark or other dose. Unless noted, the call rests on the fitted dose curve; in most records, active means well fitted curve in the direction sought with a large enough effect; inconclusive means small, poorly fitted or top-dose-only effect, or another doubt; inactive means no such curve, though single readings can be large; an effect the other way counts as inactive or inconclusive. An excerpt, so the mix of outcomes need not match the whole.
SMILES,ALOX12 inh,GRP78 ERSR act,LDHA inh,D2 ag,RGS4 inh,Vif-A3F inh,Vif-A3G inh,ERG Ets-DNA blk,D2 antag
CC(CN1CCN(c2ccccc2)CC1)c1ccccc1 (centres undefined),?,8%,-9,-0.5,-16%,-1%,1%,-9%,14
Cc1ccc(OCC(=O)Nc2ccccc2Sc2ccc(Cl)cc2)c([N+](=O)[O-])n1,-22%,-3%,-5,-0.3,-10%,-15%,0%,?,-8
COC(=O)COc1cccc(NS(=O)(=O)c2cccc([N+](=O)[O-])c2)c1,-21%,3%,-3,-0.1,7%,-16%,1%,2%,6
O=C1C2=C(C(c3ccccc3)=NCCN2)C(c2cccc([N+](=O)[O-])c2)N1c1ccccc1 (centres undefined),1%,1%,-5,1.8,-38%,6%,4%,1%,-1
NS(=O)(=O)c1ccc(CCNC(=O)c2ccc(Cl)c(S(=O)(=O)N3CCCCC3)c2)cc1,-20%,-5%,-5,nt,-8%,1%,2%,71%[activator],nt
CCc1c(C)sc(NC(=O)CN2CCN(C(=O)c3ccco3)CC2)c1C(=O)OC,?,-7%,1,-0.9,1%,2%,3%,6%,-3
COc1ccc(S(=O)(=O)N2CCN(CC(=O)Nc3cccc(OC)c3)CC2)cc1,4%,-4%,-4,1.0,4%,-1%,3%,-25%,-1
COc1cccc(N(C(=O)c2ccco2)C(C(=O)NC2CCCC2)c2ccc(N3CCOCC3)cc2)c1 (centres undefined),15%,0%,-2,-0.2,1%,-1%,-3%,6%,29
CCCCN1C(=O)c2ccc(C(=O)Nc3c(N)n(CCCC)c(=O)n(C)c3=O)cc2C1=O,2%,-5%,-1,0.6,5%,5%,0%,10%,24
O=C(Oc1cccc(OC(=O)c2ccco2)c1)c1ccco1,29%,-3%,0,1.4,-4%,-16%,-2%,5%,-11
O=C(Nc1ccc2c(c1)CCC2)Nc1ccccc1F,-2%,-4%,-1,1.2,28%,-5%,-12%,11%,1
CCn1c2ccccc2c2cc(/C=N/n3cnnc3)ccc21,0%,-4%,-10,nt,-6%,-1%,-1%,nt,nt
Cc1ccccc1NS(=O)(=O)c1nnc(NC(=O)c2ccc(Br)cc2)s1,-5%,3%,-3,0.5,-41%,-15%,-9%,-2%,-22
Cc1ccc(OCCSc2nc3ccccc3n2CC(=O)N2CCCCC2)cc1C,-1%,0%,-2,-0.8,1%,0%,2%,4%,nt
CCOc1cc(/C=N/NC(=O)OC)ccc1OCCSc1ccc(Cl)cc1,16%,-5%,-1,-0.6,-19%,2%,-3%,10%,-7
O=C(COC(=O)c1ccc2ncsc2c1)Nc1ccc(OC(F)(F)F)cc1,19%,0%,-8,nt,5%,5%,-1%,10%,nt
COC(=O)c1c(NC(=O)CN2CCC3(O)CCCCC3C2c2ccc(F)cc2)sc(C)c1C (centres undefined),-7%,-6%,0,-0.2,34%,-7%,-4%,5%,-6
Cc1nc2ncnn2c(C)c1CCC(=O)N1CCN(c2ccc(F)cc2)CC1,-21%,-2%,-5,0.3,8%,10%,2%,5%,nt
COc1ccc(CC(=O)N2CCC(CCC(=O)Nc3ccccc3)CC2)cc1,2%,-2%,1,-0.4,-29%,-9%,0%,0%,-9
Cc1cc(CN2CCCC(C(=O)Nc3ccc(-c4nc5ccccc5[nH]4)cc3)C2)n[nH]1 (centres undefined),?,0%,-4,0.3,-11%,0%,-8%,5%,8
CCOc1ccccc1OCCOc1cccc(C(F)(F)F)c1,0%,-2%,6,-1.4,7%,-2%,-11%,-1%,12
CN(CC(=O)Nc1ccc(Cl)c(C(F)(F)F)c1)C(=O)/C=C/c1cccs1,?,-3%,-14,0.8,15%,7%,0%,-12%,1
CCOc1ccc(CCNC(=O)c2sc3nc4n(c(=O)c3c2C)CCC4)cc1,-8%,-3%,1,-0.6,-19%[56.9 µM],-7%,2%,-17%,9
O=C(O)C1C2C=CC(O2)C1C(=O)Nc1ccccc1C(F)(F)F (centres undefined),8%,-1%,-1,nt,?,-1%,1%,-13%,nt
CCN(C(=O)Cn1c(=O)oc2ccccc21)C1CCS(=O)(=O)C1 (centres undefined),2%,-5%,-8,1.2,-42%,10%,-1%,-1%,13
O=C(CNC(=O)c1ccc(S(=O)(=O)N2CCCC2)cc1)N/N=C/c1ccccc1Cl,-11%,-3%,-3,-0.6,12%,-6%,-10%,-7%,-12
COc1ccc(N2C(=O)CC(NCc3ccncc3)C2=O)cc1 (centres undefined),-10%,0%,-3,-0.6,-7%,-12%,2%,5%,-4
CCCCNC(=O)COC(=O)c1cc(Br)ccc1Cl,13%,-2%,-6,-1.1,-19%,-13%,-1%,nt,1
Cc1c(C(=O)OCC(=O)N2CCCC2)cccc1[N+](=O)[O-],-19%,1%,6,1.0,-21%,1%,2%,2%,1
CCN(CC)C(=O)C1=C(C)N(CCC2=CCCCC2)C(=O)C(CC(=O)NCC2CCCCC2)C1 (centres undefined),-1%,-3%,-3,nt,nt,-1%,-4%,nt,nt

# Copied from the list:
# In RGS4 inh, `CCN(C(=O)Cn1c(=O)oc2ccccc21)C1CCS(=O)(=O)C1` (centres undefined) reads -42%
# In ALOX12 inh, `Cc1c(C(=O)OCC(=O)N2CCCC2)cccc1[N+](=O)[O-]` reads -19%

# Later entries
SMILES,ALOX12 inh,GRP78 ERSR act,LDHA inh,D2 ag,RGS4 inh,Vif-A3F inh,Vif-A3G inh,ERG Ets-DNA blk,D2 antag
Cc1ccc(CC(C(=O)O)C(C)C(=O)Nc2ccc(F)cc2)cc1 (centres undefined),0%,-1%,-6,0.4,9%,-16%,0%,1%,9
Cc1ccc(Nc2nc(N)nc(CN3CCCCCC3)n2)c(C)c1,-13%,-3%,-4,0.4,24%,4%,0%,-7%,2
O=C(CCC1N=C2c3ccccc3N=C(SCc3cccc(Cl)c3)N2C1=O)N1CCN(c2ccccc2)CC1 (centres undefined),-23%,-1%,8,0.2,-3%,-6%,5%,6%,nt
Cc1ccc(C(=O)O)cc1NC(=S)NC(=O)c1ccc(COc2ccccc2)cc1,2.8µM*,3%,-3,0.8,?,-3%,-8%,-3%,17
CC1CN(c2nc3c(c(=O)n(Cc4ccc(Cl)c(Cl)c4)c(=O)n3C)n2C)CC(C)O1 (centres undefined),0%,-2%,-6,0.0,-14%,-14%,-6%,0%,-14
COc1cc(OC)c(NC2(c3ccccc3)C(=O)c3ccccc3C2=O)cc1Cl,4%,-2%,10,-0.8,-6%,-6%,-4%,7%,nt
Cc1ccc(C(=O)NC(C)(COc2nonc2C)COc2nonc2C)cc1,23%,-3%,-1,-0.3,1%,7%,2%,nt,1
Cc1ccc(C(=O)NCC(c2ccco2)S(=O)(=O)c2cccs2)cc1C (centres undefined),-3%,0%,-6,0.0,-1%,4%,2%,0%,nt
Cc1ccc(NC(=O)N2CCN(c3cc(-c4noc(C)n4)ccc3C)CC2)c(F)c1,-17%,-2%,-5,0.7,19%,5%,0%,6%,nt
COc1ccc2[nH]c3c(=O)n(/N=C/c4ccc(OC)c(CN5CCCC5)c4)c(C)nc3c2c1,0%,0%,5,1.9,?,-4%,4%,6%,1
CCOC(=O)c1ccccc1NS(=O)(=O)c1c(-c2ccc(C)cc2)csc1C(=O)OC,-20%,-3%,6,0.0,-12%,1%,1%,3%,nt
CC1CCCCC12NC(=O)N(CC(=O)NCc1ccc3c(c1)OCO3)C2=O (centres undefined),-5%,0%,-4,nt,-17%,2%,6%,-1%,nt
Cc1cc(Br)c2c(c1)C(O)(N1CCCCC1C)C(=O)N2 (centres undefined),-20%,-5%,2,0.0,-24%,-14%,0%,8%,15
O=C(Nc1cccc([N+](=O)[O-])c1)C1COc2ccccc2O1 (centres undefined),8%,7%,2,0.4,-2%,0%,1%,12%,7
O=C(Sc1n[nH]c(=O)[nH]c1=O)c1ccccc1,?,2%,-2,nt,?,-6%,-3%,nt,nt
Cc1ccc(C(=O)Nc2ccc(O)c(C(=O)O)c2)o1,5%,9%,7,nt,6%,-6%,0%,-5%,nt
CN(C)c1nc(NS(=O)(=O)c2ccc(Cl)cc2)nc(N(C)C)n1,-23%,0%,-1,0.9,10%,-2%,2%,0%,-2
C[C@H]1CN([C@@H](C)CO)S(=O)(=O)c2ccc(Br)cc2O[C@H]1CN(C)C(=O)c1cccc(F)c1,5%,-2%,-2,nt,nt,6%,-7%,nt,nt
CC(=O)C[C@@H](O)CC(=O)[C@H]1OC(=O)CCCCCc2ccccc21,?,3%,1,nt,-11%,6%,-3%,5%,nt
Nc1ccc(Nc2ccncc2)cc1,-1%,-2%,1,nt,nt,4%,-1%,nt,nt
CCS(=O)(=O)c1ccc(NC(=O)c2ccccc2Cl)c(O)c1,?,-1%,-4,1.0,15%,5%,-1%,-3%,-8
O=C(NNC(=S)NC(=O)c1ccccc1)c1cccc([N+](=O)[O-])c1,?,-1%,1,7.8,-37%,7%,4%,15%,15
CCOC(=O)c1c(NC(=O)c2ccc(N3C(=O)[C@@H]4[C@H](C3=O)[C@H]3C=C[C@@H]4C3)cc2)sc2c1CCCC2,-9%,-2%,-8,1.3,-34%,1%,0%,-8%,14
O=C1OC(Nc2nc(-c3ccc(F)cc3)cs2)c2ccccc21 (centres undefined),0%,-10%,2,0.3,-12%[56.9 µM],-8%,?,7%,-5

# Screening results deposited in PubChem BioAssay by National Center for Advancing Translational Sciences (NCATS).
